b-catenin transl: modulators of beta-catenin nuclear translocation; HeLa beta-catenin nuclear translocation, immunofluorescence imaging; nuclear translocation activity, % at 5 µM; actives 0.3% (n = 190,000);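 active means nuclear translocation activity above 50% at 5 µM, with a well cell count of 50 or more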;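 further: per-cell ratio of nuclear to cytoplasmic median beta-catenin stain intensity; plate controls were DMSO negative control for no effect and GSK-3 inhibitor IX positive control for full effect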
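Test system: HeLa cells, endogenous beta-catenin; Compound: single 5 µM dose plus 0.02–20 µM confirmation series; Times: compound exposure 24 h at 37°C; Signal: fluorescence imaging of beta-catenin antibody stain plus DAPI; Read-out: % activation, nuclear-to-cytoplasmic median beta-catenin signal ratio per cell.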
Lipid droplet: modulators of hepatic lipid droplet formation; AML12 mouse hepatocytes, oleate lipid droplets, BODIPY imaging; inhibition, % at 6.5 µM; actives 0.4% (n = 240,000); AID 1656;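 active means lipid droplet intensity inhibited by at least 50%, with more than 500 cells counted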
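Material: mouse AML12 hepatocyte cell line, fixed after treatment; Timing: compound with oleate, overnight; Technique: high-content imaging of BODIPY-stained droplets and DAPI nuclei; Probe or stimulus: oleate, 100 µM final; Dosing: compound at 6.5 µM only.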
Ins promoter up: MIN6 insulin promoter up-regulation; MIN6 insulin promoter-GFP reporter, high-content imaging; hits give high values; actives 0.3% (n = 190,000); z-score at 5 µM;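 active means z-score above 3 at 5 µM with at least 500 cells counted in the well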
CSM14.1 death rescue: rescue of cells from ER stress-induced death, primary screen, 384-well, CSM14.1, thapsigargin, ATP luminescence (AID 1222) | cellular ATP content (survival), % at 20 µM; hits with a dose series show EC50 in µM | 190,000 tested, under 10 active | CSM14.1 thapsigargin-induced death rescue, ATP luminescence; higher % means a stronger effect;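 active means EC50 below 50 µM in the dose-response confirmation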;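 further: death triggered by thapsigargin at about 15 µM added after 2 h compound pretreatment; cell ATP read after overnight thapsigargin exposure of roughly 18 to 22 hours; normalized against plate controls of thapsigargin alone and 5% DMSO vehicle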
WT yeast gro inh: growth inhibition of WT yeast, mitochondrial fusion screen; mitochondrial fusion phenotypic screen, WT strain; inhibition, % at 10 µM; actives 2.1% (n = 190,000); AID 1362; in the data active means inhibition above about 58%; tested in S. cerevisiae
XIAP displacement: small molecules displacing peptide from XIAP – biochemical, IAP family, fluorescence polarization (AID 1018); XIAP BIR domain, fluorescence polarization peptide displacement; higher % means a stronger effect; actives 0.007% (n = 200,000); displacement, % at 20 µM; hits with a dose series show IC50 in µM; in the data active means displacement above about 50%; further: a part of the inactive calls stands beside numbers as strong as those of hits
Autophagy HCS: alters autophagy in cells; MEF GFP-LC3 puncta imaging; test concentration mostly 10 µM; calls only at 10 µM (by protocol); actives 0.98% (n = 190,000); AID 463193;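 active means percentage of spot-positive cells more than 3 SD above its plate mean, without a fluorescence outlier flag or 80% toxicity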;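 further: spot-positive cell cutoff set from DMSO-treated cells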
Dynein cargo inh: blocks dynein driven cargo transport along microtubules; 3617.4 mouse cells, GR-EGFP nuclear translocation imaging; test concentration mostly 20 µM; stimulated with dexamethasone, 1 µM; hits give low values; z-score, hits read low; actives 0.47% (n = 220,000);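 active means plate z-score of nuclear minus cytoplasmic receptor signal below a set negative limit, without overly bright fluorescence or cell loss, cut at about -3.5 in these data, passing the limit was not always enough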;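 further: z-score of nuclear minus cytoplasmic ring GR-EGFP intensity difference per well; some compounds called inactive have numbers as strong as hits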
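Buffer or medium: tetracycline-free induction medium containing charcoal-stripped FBS / Reagent: dexamethasone agonist, 1.0 µM final, for 30 min / Technique: automated 10x imaging of fixed Hoechst-stained cells / Times: induction 48 h, compound 1 h, agonist 30 min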
MT stabilize HCS: stabilizes microtubules in HeLa cells. HeLa tubulin immunostaining HCS, 24 h; share of cells brighter than vehicle mean+2SD. actives 0.83% (n = 200,000). % tubulin-high responders, % at 10 µM;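 active means plate Z-score above 3 for both tubulin-high and condensed-nucleus cell shares, with cell loss under 80%, at 10 µM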;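 further: anti alpha tubulin signal scored within the nucleus-defined area of each cell; some results filed as inactive read as strong as hits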
WT yeast gro inh mutant strain: second read-out of WT yeast gro inh, no call of its own (marks repeat the call); inhibition, %; mitochondrial fusion phenotypic screen, mutant strain inhibition
Dynein cargo inh cytoplasmic EGFP: also measured in Dynein cargo inh; calls as there; z-score; measured here: cytoplasmic GR-EGFP intensity; hits give high values
Dynein cargo inh nuclear GR-EGFP: also measured in Dynein cargo inh; calls as there; z-score; measured here: nuclear GR-EGFP intensity;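 lower value marks the stronger effect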
Dynein cargo inh cell count: also measured in Dynein cargo inh; calls as there; z-score; measured here: cell count per field
Ins promoter up cell count: further read-out of Ins promoter up, marked with its call; cell count; measured here: cytotoxicity, nuclei count;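 total cells summed across four imaged fields per well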
Lipid droplet cells 6.5 µM: second read-out of Lipid droplet, no call of its own (marks repeat the call); cell count; measured here: cell count, cytotoxicity flag;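 cells counted across two imaged fields per well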
b-catenin transl cell count 5 µM: second read-out of b-catenin transl, no call of its own (marks repeat the call); cell count; measured here: cell count, cytotoxicity flag
MT stabilize HCS Hoechst-high %: further read-out of MT stabilize HCS, marked with its call; % Hoechst-high responders; measured here: nuclear condensation Hoechst responders;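 share of cells brighter than vehicle mean plus two SD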
MT stabilize HCS cytotoxicity %: also measured in MT stabilize HCS; calls as there; toxicity, %; measured here: cytotoxicity by cell density;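 0% = mean cell density of plate MIN control wells and 100% = no cells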
Autophagy HCS cell loss 18 h: second read-out of Autophagy HCS, no call of its own (marks repeat the call); toxicity, %; measured here: cell loss, nuclei count;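 cell loss after 18 h compound exposure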
The depositor's hits bear a star; i = inactive; . = no result given.

SMILES	b-catenin transl	b-catenin transl cell count 5 µM	Lipid droplet	Lipid droplet cells 6.5 µM	Ins promoter up	Ins promoter up cell count	CSM14.1 death rescue	WT yeast gro inh	WT yeast gro inh mutant strain	XIAP displacement	Autophagy HCS	Autophagy HCS cell loss 18 h	Dynein cargo inh	Dynein cargo inh cytoplasmic EGFP	Dynein cargo inh nuclear GR-EGFP	Dynein cargo inh cell count	MT stabilize HCS	MT stabilize HCS Hoechst-high %	MT stabilize HCS cytotoxicity %
N#CCSc1nnc(COc2cccc3ccccc23)n1-c1ccccc1	-1.7	998	.	.	-0.68	1329	-0.1%	16	-10	-3.2%	i	11	-0.2	0.13	0.3	-0.67	5.1	1.3	1.2
COc1ccc(OC)c(C2Nc3c(Cl)ccc(C(=O)O)c3C3C=CCC32)c1 (stereo not drawn)	-1.0	1123	0	734	-0.38	1398	0.9%	-8	8	-2.5%	i	43	0.44	-0.18	0.41	-1.4	0.8	1.2	2.6
CNC(=S)N/N=C/c1ccc(-c2cccc(C(=O)O)c2)o1	1.5	1382	-1	639	0.1	1079	.	.	.	.	.	.	-0.31	-0.73	-0.33	-0.59	.	.	.
OCCCc1nc2n(n1)C(c1ccccc1Cl)C=C(c1cccs1)N2 (stereo not drawn)	-1.7	1126	1	707	0.62	1862	-0.3%	13	-1	-4.6%	i	1	-0.54	-0.017	0.026	0.058	3.0	1.5	7.3
O=C(CCCCCC(=O)N(CCO)CCO)N(CCO)CCO	-4.6	961	.	.	-0.44	1174	0.0%	16	18	-1.3%	i	-5	0.97	-0.24	0.98	-1.3	4.3	2.4	4.0
COC(=O)CN1C(=O)N/C(=C/c2ccc(C)o2)C1=O	1.5	1107	-2	675	-0.2	1331	-5.7%	10	-2	2.3%	i	-30	0.14	-0.15	0.26	-0.57	3.3	2.2	0.4
CC1CCN(S(=O)(=O)c2ccc(NC(=S)NC(=O)c3ccc(Cl)cc3)cc2)CC1	0.4	1090	8	755	-0.76	1119	-5.0%	10	10	-5.1%	i	35	-0.75	-0.37	-0.18	0.91	1.8	2.2	4.1
Cc1cc(C)c2ccc(NN)nc2c1O	.	.	.	.	0.99	819	2.9%	-36	-20	-3.7%	i	6	-0.92	-0.27	-0.22	0.8	4.4	1.6	8.8
COc1cc(C2OC(c3cc(OC)c(OC)c(OC)c3)C(C)C2C)cc(OC)c1OC (stereo not drawn)	0.1	1015	-35	774	0.19	1358	0.1%	8	9	-3.0%	i	19	-0.33	-0.24	-0.052	0.35	2.9	1.2	6.9
O=C(Nc1sc2c(c1C(=O)c1ccccc1)CCCC2)c1cccnc1	1.3	543	11	667	-0.21	1362	-0.2%	7	12	-6.7%	i	-16	-0.29	-0.31	-0.37	0.072	5.4	4.5	7.4
CCOc1ccc2c(c1)s/c(=N\S(=O)(=O)c1ccc(OC)cc1)n2C(F)F	-0.2	995	-12	567	0.19	1487	-3.4%	16	2	-1.1%	i	-4	1.2	-0.11	0.84	-0.77	2.0	1.4	6.7
CCCCOC(=O)Nc1ccc2c(C)cc(=O)oc2c1	-1.0	1206	10	736	.	.	0.6%	0	1	-9.7%	i	-5	-0.77	-0.23	-0.23	0.28	1.1	0.3	8.8
Cn1c(O)c(C2=c3ccccc3=NC2=O)sc1=Nc1ccc(Cl)cc1	-2.3	1222	19	600	0.01	1236	0.9%	47	11	-20%	i	-2	0.25	-0.16	0.13	0.078	4.5	2.0	0.4
Cc1ccc(OCCOCCOc2cccc3cccnc23)c(Br)c1	-1.9	553	-23	656	0.44	1264	-4.0%	48	15	-7.9%	i	-3	-0.68	-0.26	-0.69	0.14	2.3	2.7	7.0
C=CCc1cc(/C=C2/NC(=S)NC2=O)cc(OC)c1O	0.1	1297	.	.	-0.45	1648	-2.2%	-11	7	-2.4%	i	-22	-0.3	-0.2	0.28	0.19	2.3	1.9	4.7
O/N=C1\CC2(Cc3nonc31)OCCO2	1.6	1195	.	.	0.61	1373	1.8%	6	3	-2.0%	i	-13	-0.55	-0.18	-0.024	0.038	5.4	2.4	8.0
CCOc1ccc(CN2CCNC(=O)C2CC(=O)NCCC2=CCCCC2)cc1 (stereo not drawn)	0.5	1558	5	601	.	.	0.0%	-6	-11	-3.8%	i	37	-0.28	-0.36	-0.082	1	1.1	1.3	5.0
CCN(Cc1cc(=O)n2ccsc2n1)c1cccc2ccccc12	0.7	1066	-9	616	0.02	1278	-1.4%	79	82	-1.3%	i	-13	-0.38	-0.26	-0.35	0.17	3.2	2.5	6.1
O=C(Cc1ccccc1)c1nnc(-c2ccccc2)o1	-2.2	1065	-14	684	0.12	1319	7.2%	7	-5	-3.8%	i	-3	-0.75	-0.26	-0.47	0.85	2.4	3.1	2.8
O=C(CN1CCN(Cc2ccccc2F)C1=O)NCc1cccnc1	-3.9	1110	-1	623	0.93	1821	.	4	-2	-4.6%	.	.	-0.6	-0.26	-0.28	0.59	4.8	2.2	5.0
Cc1nc(CS(=O)(=O)c2ccc(Cl)cc2)cc(Sc2ccccc2Cl)n1	1.6	1068	-1	656	-0.54	1812	-0.5%	11	22	1.4%	i	11	0.13	-0.16	-0.078	-0.8	4.6	2.7	0.0
Cc1c(C(=S)Nc2ccccc2)cnn1-c1ccccc1	-1.0	1349	.	.	0.94	1415	0.0%	42	46	-3.3%	i	18	-0.58	-0.2	0.2	-0.21	1.3	1.7	7.0
O=C(NCc1nc2ccccc2[nH]1)C1=C[C@H](C2CC2)C[C@H](OCCCCO)O1	-0.7	1184	-8	742	0.01	1325	-2.7%	3	4	-3.4%	i	7	-0.63	-0.24	-0.11	0.31	3.7	2.2	8.3
CC(C)(C)c1nnc(NC(=O)CN2C(=O)C3C4C=CC(C4)C3C2=O)s1 (stereo not drawn)	-1.6	1422	.	.	0.24	1668	-0.9%	7	4	-7.5%	i	0	-0.76	-0.093	-0.031	0.31	4.4	3.0	5.9
O=C(Nc1cccc(Cl)c1)N1CCN(C/C=C/c2ccccc2)CC1	-0.5	1056	-12	758	0.16	1229	-0.3%	7	-1	-0.6%	i	6	0.82	-0.19	0.9	0.43	3.1	1.1	9.6
CCOC(=O)c1sc2nc(NC(=O)C3CC3)sc2c1C	.	.	.	.	0.43	859	-1.7%	1	-11	-3.4%	i	8	1.5	-0.17	1.2	-0.3	7.2	3.4	7.7
Cn1c(SCC(=O)Nc2ccccc2)nnc1-c1ccc(NC(=O)CCc2ccccc2)cc1	.	.	8	767	.	.	-3.2%	-3	-16	-2.5%	i	-12	-0.75	-0.26	-0.18	0.56	3.4	2.5	5.0
Cc1ccc(-c2ccc(/C=C(\C#N)C(N)=S)o2)c([N+](=O)[O-])c1	3.3	950	-4	705	-0.6	1266	2.5%	4	13	-1.2%	i	14	-0.3	-0.24	-0.051	0.0026	5.7	3.8	16
Cc1cc(C)c2c(n1)sc1c(=O)[nH]c(SCc3ccccc3)nc12	1.8	1015	15	679	0.57	1770	-2.2%	13	14	-12%	i	-4	-0.51	-0.19	-0.53	0.18	0.4	1.7	6.8
CN1C(=O)N(C)C2(c3ccccc3)NNC(N)=NC12c1ccccc1 (stereo not drawn)	0.5	1337	2	715	-0.1	1087	.	.	.	.	.	.	1	-0.23	0.38	-0.068	.	.	.
CC(C)OCCCn1c(NN)nc2ccccc2c1=O	2.9	1069	-18	643	-4.3	676	-1.1%	-4	-26	-11%	i	-4	0.61	-0.24	0.4	0.49	4.4	3.0	8.1
COc1ccccc1C1N(c2ccc(F)cc2)C(=O)C2CCCN21 (stereo not drawn)	-0.8	1083	-8	571	0.25	1373	.	4	7	-4.8%	i	0	0.52	-0.26	-0.028	0.32	3.6	2.3	7.2
Cc1ccc(C(=O)Cn2nnc(-c3cccs3)n2)cc1	0.3	1346	1	747	-0.36	1032	.	.	.	.	.	.	-0.65	-0.77	-0.17	-0.12	.	.	.
CCOC(=O)C1C(=O)NC(SCC(=O)OC)=C(C#N)C1c1ccccc1OCC (stereo not drawn)	-2.9	1239	0	740	-0.52	1193	8.2%	3	14	-1.1%	i	-3	2.4	-0.21	1.4	-1.5	2.7	2.4	1.8
O=C(COC(=O)/C=C/c1ccccc1[N+](=O)[O-])Nc1ccc(OCc2ccccc2)cc1	-6.9	593	7	652	0.05	1377	-3.2%	-1	6	-5.3%	i	0	-0.69	-0.072	-0.25	1.1	1.2	2.0	10
CCOc1ccccc1N1CCN(C(=S)NCc2ccc(Cl)cc2)CC1	0.4	1460	4	731	-0.28	1449	0.1%	78*	51*	-5.9%	i	14	-0.62	-0.32	0.054	-0.029	3.3	3.2	11

Filtered by structure, those above with an NH in an aromatic ring.
SMILES	b-catenin transl	b-catenin transl cell count 5 µM	Lipid droplet	Lipid droplet cells 6.5 µM	Ins promoter up	Ins promoter up cell count	CSM14.1 death rescue	WT yeast gro inh	WT yeast gro inh mutant strain	XIAP displacement	Autophagy HCS	Autophagy HCS cell loss 18 h	Dynein cargo inh	Dynein cargo inh cytoplasmic EGFP	Dynein cargo inh nuclear GR-EGFP	Dynein cargo inh cell count	MT stabilize HCS	MT stabilize HCS Hoechst-high %	MT stabilize HCS cytotoxicity %
O=C(NCc1nc2ccccc2[nH]1)C1=C[C@H](C2CC2)C[C@H](OCCCCO)O1	-0.7	1184	-8	742	0.01	1325	-2.7%	3	4	-3.4%	i	7	-0.63	-0.24	-0.11	0.31	3.7	2.2	8.3
Cc1cc(C)c2c(n1)sc1c(=O)[nH]c(SCc3ccccc3)nc12	1.8	1015	15	679	0.57	1770	-2.2%	13	14	-12%	i	-4	-0.51	-0.19	-0.53	0.18	0.4	1.7	6.8

Screening data deposited in PubChem by several laboratories.

Compounds as they come (roughly 4% active in at least one column).
